Bioassay records (PubChem)
M1 ag = human M1 muscarinic receptor agonists, primary screen, Fluo-8 calcium fluorescence, CHO-K1 cells, HTS | Muscarinic acetylcholine receptor M1 (Homo sapiens), P11229 | activation, % at 3 µM | 360,000 tested, 0.33% active | AID 588814, 2011 | CHO-K1 hM1, agonist mode; 0% DMSO, 100% acetylcholine EC100;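 active = activation above the run's mean compound activation plus 3 SD, cut at about 16% in these data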;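 note: peak over basal fluorescence ratio within a 140 s kinetic read after compound addition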
Target sequence (P11229 whole entry, looked up): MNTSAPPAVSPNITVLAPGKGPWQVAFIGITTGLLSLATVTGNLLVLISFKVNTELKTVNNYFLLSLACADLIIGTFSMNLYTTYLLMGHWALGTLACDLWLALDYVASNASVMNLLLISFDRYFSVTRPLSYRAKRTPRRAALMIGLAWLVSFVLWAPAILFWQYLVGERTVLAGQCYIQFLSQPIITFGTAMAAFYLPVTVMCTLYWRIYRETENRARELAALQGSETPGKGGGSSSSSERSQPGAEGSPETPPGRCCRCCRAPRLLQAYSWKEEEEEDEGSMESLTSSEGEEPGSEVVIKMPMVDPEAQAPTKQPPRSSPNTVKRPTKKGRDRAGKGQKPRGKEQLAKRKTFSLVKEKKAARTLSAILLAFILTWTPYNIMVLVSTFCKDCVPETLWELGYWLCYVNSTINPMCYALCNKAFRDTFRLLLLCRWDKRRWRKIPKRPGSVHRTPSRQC
CHRM4 agonist = human M4 muscarinic receptor agonists, primary screen, CHO-K1 cells, Fluo-8 calcium fluorescence. Muscarinic acetylcholine receptor M4 (Homo sapiens), P08173. CHO-K1 hM4/Gqi5; vehicle 0%, full acetylcholine response 100%. activation, % at 3 µM. 360,000 tested, 0.14% active;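 active = activation above the run mean over all test wells plus 3 SD, cut at about 32% in these data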;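 note: peak over basal fluorescence ratio per well then scaled between controls; 0% = DMSO wells and 100% = acetylcholine at EC100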
M1 PAM = human M1 muscarinic receptor positive allosteric modulators, primary screen, CHO-K1 cells, Fluo-8 calcium fluorescence, 1536-well | Muscarinic acetylcholine receptor M1 (Homo sapiens), P11229 | CHO-K1 hM1, ACh EC20; 0% = ACh EC20, 100% = maximal ACh | activation, % at 3 µM | 360,000 tested, 0.088% active | AID 588819, 2011; in the data active = activation above about 19%, passing the limit was not always enough
CHO-K1 Ca antag = counter-screen for M1 antagonists: effect in parental CHO-K1 cells; inhibition, % at 3 µM; 360,000 tested, 0.6% active; ATP-induced calcium, Fluo-8 fluorescence; AID 602250;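 active = inhibition above a per-plate cutoff, the plate's mean sample inhibition plus 3 SD, cut at about 24% in these data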;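 note: 0% = DMSO plus EC80 ATP and 100% = DMSO alone without ATP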
M1 antag = human M1 muscarinic receptor antagonists, primary screen, CHO-K1 cells, Fluo-8 calcium fluorescence, 1536-well | Muscarinic acetylcholine receptor M1 (Homo sapiens), P11229 | CHO-K1 hM1, ACh EC80 antagonist | inhibition, % at 3 µM | 360,000 tested, 1.3% active | AID 588852, 2011;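 active = percent inhibition above its own plate's cutoff, namely the mean of that plate's compound wells plus 3 SD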;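 note: peak over basal fluorescence ratio during 140 s after agonist addition; 0% = ACh EC80 plus DMSO and 100% = DMSO alone without agonist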
M4 antag = human M4 muscarinic receptor antagonists, primary screen, CHO cells, Fluo-8 calcium fluorescence | CHO-hM4 cells, ACh EC80 | Muscarinic acetylcholine receptor M4 (Homo sapiens), P08173 | 360,000 tested, 0.73% active | AID 624125, 2012 | inhibition, % at 3 µM;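 active = inhibition above its plate's cutoff, the mean inhibition of sample wells plus 3 SD, cut at about 27% in these data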;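 note: 0% = acetylcholine EC80 with DMSO and 100% = DMSO without agonist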
CHO-K1 Ca ag = counter-screen for M1 agonists: effect in parental CHO-K1 cells; AID 602248, 2012; activation, % at 3 µM; 360,000 tested, 0.48% active; Fluo-8 calcium fluorescence; scaled to maximal ATP response, vehicle zero; in the data active = activation above about 15%;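 note: untransfected CHO-K1 host cells lacking M1 receptor as counterscreen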
CHO parental Ca = ATP-evoked calcium signal inhibitors, parental CHO, primary screen, counter-screen for OX1R antagonist project, cell-based, fluorescence, Fluo-8 calcium dye | parental CHO-K1, ATP-induced calcium, Fluo-8 fluorescence | inhibition, % at 5.6 µM | 330,000 tested, 0.63% active | AID 463079, 2010;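 active = inhibition above that plate's mean sample inhibition plus 3 SD, cut at about 26% in these data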;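 note: 0% = ATP-challenged DMSO wells and 100% = DMSO wells without ATP; some compounds past the cut are filed as inactive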
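Test system: untransfected parental CHO cell line; also added: ATP stimulus; dosing: 5.6 µM, single dose; signal: calcium-sensitive Fluo-8 fluorescence; measure: percent inhibition of ATP-evoked calcium rise, normalized to controls; benchmarks: low control ATP plus DMSO, high control DMSO only; replication: one well per compound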
OXTR potentiator = human OXTR potentiators, primary screen, fluorescence, CHO-OTR cells, Fluo-8 calcium; activation, % at 3 µM; Fluo-8 calcium fluorescence, potentiator mode; 0% = oxytocin EC15, 100% = EC100; 320,000 tested, 0.061% active; Oxytocin receptor (Homo sapiens), P30559; AID 2445, 2010;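 active = activation above that plate's cutoff, the mean activation of tested compounds plus 3 SD, cut at about 6.6% in these data, passing the limit was not always enough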;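 note: 100% uses oxytocin at 75 nM as the full agonist control; some results filed as inactive read as strong as hits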
Target sequence (P30559 whole entry, looked up): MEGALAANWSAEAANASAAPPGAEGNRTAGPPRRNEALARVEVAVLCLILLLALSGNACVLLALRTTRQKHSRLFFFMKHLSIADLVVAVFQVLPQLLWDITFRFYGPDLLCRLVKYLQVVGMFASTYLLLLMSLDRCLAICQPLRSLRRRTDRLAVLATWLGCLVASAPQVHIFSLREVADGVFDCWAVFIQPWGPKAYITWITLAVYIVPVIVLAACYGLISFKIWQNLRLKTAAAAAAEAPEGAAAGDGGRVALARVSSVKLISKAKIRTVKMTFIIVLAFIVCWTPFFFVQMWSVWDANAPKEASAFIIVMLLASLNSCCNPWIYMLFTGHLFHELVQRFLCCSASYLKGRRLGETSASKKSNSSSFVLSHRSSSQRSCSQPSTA
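Dosing: Single dose, 3.0 µM nominal final compound concentration | Material: Human OTR in CHO cells | Technique: Kinetic Fluo-8 calcium fluorescence | Benchmarks: EC15 oxytocin alone as 0%, 75 nM oxytocin as 100% | Probe or stimulus: Oxytocin at about EC15, sub-maximal agonist stimulus | Incubation: Compound 6 min at room temperature before oxytocin, 100 s read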
* = called active by the depositor; . = no result given.

Sample of the layout:
(1) COc1ccc(NC(=O)N2CCCC2C(=O)NCc2cccs2)cc1 (stereo not given)
(2) O=C(NCc1ccccc1F)C1CCCN1C(=O)NC1CCCCC1 (stereo not given)
(3) Cc1nc2ccccc2c(N)c1C(=O)/C=C/c1ccccc1

Compound,1,2,3
M1 ag,-4,-3,-4
CHRM4 agonist,1,0,25
M1 PAM,-3,8,-23
CHO-K1 Ca antag,0,-12,17
M1 antag,1,-12,16
M4 antag,0,2,11
CHO-K1 Ca ag,1.2,0.2,10
CHO parental Ca,-4,-20,-5
OXTR potentiator,-3,3,-16

All compounds of this part, from the start:
(1) COc1ccc(NC(=O)N2CCCC2C(=O)NCc2cccs2)cc1 (stereo not given)
(2) O=C(NCc1ccccc1F)C1CCCN1C(=O)NC1CCCCC1 (stereo not given)
(3) Cc1nc2ccccc2c(N)c1C(=O)/C=C/c1ccccc1
(4) CCN(CC)Cc1c(CC(C)C)oc(C)c1C(=O)O
(5) CCOC(=O)c1sc(N=NC2=C(O)CC(C)(C)CC2=O)c(C(=O)OCC)c1C
(6) CC(=NCc1ccco1)c1c(C(F)(F)F)[nH]n(-c2nc3ccccc3s2)c1=O

Compound,1,2,3,4,5,6
M1 ag,-4,-3,-4,-1,-4,-4
CHRM4 agonist,1,0,25,0,2,0
M1 PAM,-3,8,-23,9,6,17
CHO-K1 Ca antag,0,-12,17,-6,-16,-12
M1 antag,1,-12,16,-10,-1,-9
M4 antag,0,2,11,-8,-2,-11
CHO-K1 Ca ag,1.2,0.2,10,-0.3,0.3,0.5
CHO parental Ca,-4,-20,-5,-6,0,-12
OXTR potentiator,-3,3,-16,-2,-8,-8

(7) O=C(C[C@@H]1C/C=C\C[C@H](Cc2ccc(F)cc2)C(=O)OC[C@H]2CCCN2C1=O)NCCO
(8) COc1ccc2[nH]cc(CCn3ccc(O)c(C/C=C/c4ccccc4)c3=O)c2c1
(9) Cc1ccc([C@@H]2C[C@H]3[C@@H](CN2S(=O)(=O)c2ccc(C)cc2)C(=O)C[C@@H](c2ccc(Cl)cc2)N3S(=O)(=O)c2ccc(C)cc2)cc1
(10) C/C(N)=C(/C#N)C(=O)COC(=O)c1cccc(O)c1
(11) CCC(C)Nc1nc(OC)nc(N(C)C#N)n1 (stereo not given)
(12) CCN1CCN(CC(=O)c2ccc(OC)cc2)CC1

Compound,7,8,9,10,11,12
M1 ag,-2,-2,-1,-2,-1,-5
CHRM4 agonist,1,5,0,2,1,1
M1 PAM,5,4,-1,12,0,5
CHO-K1 Ca antag,-19,-4,-12,-4,-1,-8
M1 antag,-10,4,2,-14,-21,0
M4 antag,-14,-10,1,-20,6,1
CHO-K1 Ca ag,0.2,4.1,0.5,0.5,-0.6,1.1
CHO parental Ca,-6,-9,.,-13,-5,-3
OXTR potentiator,-3,-19,.,-9,-14,-4

(13) CCN(C(=O)COC(=O)/C(C#N)=C/c1ccc(OC)cc1)C1CCS(=O)(=O)C1 (stereo not given)
(14) Cc1cccc(NC(=O)/C=C/c2ccc([N+](=O)[O-])s2)c1
(15) CCC(CC)C(=O)NN(C(=O)c1ccncc1)C1CC(=O)N(c2ccccc2)C1=O (stereo not given)
(16) COc1ccc(OC)c(C(=O)CSc2nnc(-c3cccs3)n2C)c1
(17) CCOc1cccc(-c2nc3cc(C)ccc3o2)c1
(18) CCOc1ccc(OCc2ccc(C(=O)NN)o2)cc1

Compound,13,14,15,16,17,18
M1 ag,-4,-8,-1,-3,-1,-3
CHRM4 agonist,1,1,10,2,0,1
M1 PAM,5,2,1,12,-9,1
CHO-K1 Ca antag,-5,-12,-8,-4,7,-3
M1 antag,-8,-1,-2,-11,16,-4
M4 antag,0,6,3,-2,-4,-5
CHO-K1 Ca ag,0.2,2.1,3.3,1.6,-0.6,1.1
CHO parental Ca,-7,3,0,-9,-7,-20
OXTR potentiator,-1,-7,-8,6,-4,-3

(19) COc1cccc(NC(=O)N[C@@H](Cc2ccccc2)C(=O)O)c1
(20) O=S(=O)(Nc1ccc(-c2csc(-c3ccccc3)n2)cc1)c1ccc(F)cc1
(21) CCOC(=O)c1nnn(-c2nonc2N)c1COc1c(C=O)cccc1OC
(22) S=c1[nH]nc(COc2ccccc2)n1/N=C/C=C/c1ccccc1
(23) CN(C)S(=O)(=O)c1cccc(C(=O)c2nccn2C)c1
(24) COc1ccc(-c2nc(N)nc(C(F)(F)F)c2-c2csc(C)n2)c(O)c1

Compound,19,20,21,22,23,24
M1 ag,-2,-4,-1,-6,-5,-1
CHRM4 agonist,0,0,4,0,2,0
M1 PAM,11,7,-4,8,5,9
CHO-K1 Ca antag,-6,-17,19,16,-11,-10
M1 antag,-13,-12,16,-10,3,-14
M4 antag,-3,3,0,3,-3,-1
CHO-K1 Ca ag,-0.1,1.2,0.8,0.0,0.4,0.7
CHO parental Ca,-5,-3,-8,-11,5,-14
OXTR potentiator,-8,-13,-2,-4,-3,-3

(25) CCCC[n+]1c(-c2ccc(Cl)cc2Cl)csc1Nc1ccccc1
(26) O=C(Nc1ccc(F)cc1)N1CCN(C/C=C/c2ccccc2)CC1
(27) CCn1c(NC(C)=O)c(-c2ccccc2Cl)c(=O)c2ccccc21
(28) Cc1nnc(SCC(=O)Nc2ccc3c(c2)OCO3)o1
(29) CCOCCC(=O)Nc1ccc2c(c1)c(=O)n(C)n2-c1ccccc1F
(30) COc1ccc(N2CC(C(=O)Nc3nnc(SCC(=O)Nc4ccc(NC(C)=O)cc4)s3)CC2=O)cc1 (stereo not given)

Compound,25,26,27,28,29,30
M1 ag,-3,-5,-3,-3,-2,2
CHRM4 agonist,1,3,1,-1,2,1
M1 PAM,-11,4,4,4,7,9
CHO-K1 Ca antag,-5,0,-8,6,-13,-7
M1 antag,17,-2,-8,-9,-14,-19
M4 antag,22,2,-2,4,-16,-9
CHO-K1 Ca ag,4.3,2.1,0.1,0.1,0.8,0.3
CHO parental Ca,-28,-5,-2,8,.,.
OXTR potentiator,-11,-8,-12,-8,.,.

(31) Cc1ccc(NC(=O)CSc2nnc(CNC(=O)c3ccco3)o2)cc1
(32) O=C(C1=NN[C@@H]2C(=O)N(c3cccc(C(F)(F)F)c3)C(=O)[C@H]12)c1ccc2ccccc2n1
(33) CC(C)COC(=O)/C(C#N)=C/c1cn(Cc2ccccc2)c2ccccc12
(34) COc1cccc(-c2nc(CS(=O)CC(=O)NCCc3ccccc3)c(C)o2)c1 (stereo not given)
(35) CCOC(=O)N1CCN(C(=O)c2ccc(SC)cc2OC)CC1
(36) CCOC(=O)c1c(C)nc2c3ccccc3ccn12

Compound,31,32,33,34,35,36
M1 ag,-5,1,-1,-5,-4,-2
CHRM4 agonist,1,2,0,2,1,2
M1 PAM,4,6,1,14,8,6
CHO-K1 Ca antag,-8,2,1,-10,-18,-10
M1 antag,0,-6,6,-14,-5,-7
M4 antag,-15,-1,-13,5,3,2
CHO-K1 Ca ag,0.4,0.5,0.0,-0.2,1.3,0.6
CHO parental Ca,-4,-24,-5,-31,-10,-20
OXTR potentiator,-3,-2,-1,-1,-20,-8

(37) CCN(CC)P(=O)(C(NC(=O)OC)C(F)(F)C(F)(F)C(F)(F)C(F)F)N(CC)CC (stereo not given)
(38) CCCNc1ccc(C(=O)OCC)cc1[N+](=O)[O-]
(39) COc1ccc(C2=Nc3ccccc3C2(O)CCN2C(=O)c3ccccc3C2=O)cc1 (stereo not given)
(40) O=C(Nc1ccccc1)c1ccccc1NC(=O)C(F)(F)F
(41) Cc1c([N+](=O)[O-])cc(C(=O)NCc2ccc(F)cc2)cc1[N+](=O)[O-]
(42) Cc1ccc(C(=O)CC(SCC(=O)O)c2ccc([N+](=O)[O-])cc2)cc1 (stereo not given)

Compound,37,38,39,40,41,42
M1 ag,-4,-5,-2,-1,-15,-6
CHRM4 agonist,1,3,12,8,3,0
M1 PAM,2,3,-3,-2,2,10
CHO-K1 Ca antag,-22,-16,-12,-14,-1,-19
M1 antag,-30,-4,3,-2,-2,-11
M4 antag,3,-17,4,7,-2,-6
CHO-K1 Ca ag,0.2,1.4,3.8,11,3.0,-0.1
CHO parental Ca,-13,5,.,-5,-26,-21
OXTR potentiator,-4,-13,.,-7,-4,-15

(43) COc1ccc(-n2nc(C(=O)NCC(=O)N3CCCC(C)C3)c3ccccc3c2=O)cc1 (stereo not given)
(44) Nc1nnc(-c2ccccc2F)s1
(45) O=C(/C=C/c1ccccc1[N+](=O)[O-])N1CCCCC1
(46) CCN(CC)C(=O)COC(=O)c1cc(-c2ccc(OC)cc2)nc2ccccc12
(47) Cc1cc(F)cc(-c2cc(C(=O)NCC3CCCCC3)[nH]n2)c1
(48) COc1ccc(N2CCN(C(=O)c3ccc(CS(=O)Cc4ccc(Cl)cc4)o3)CC2)cc1 (stereo not given)
(49) Fc1ccccc1C1CCN(Cc2nc(COc3ccccc3)no2)C1 (stereo not given)

Compound,43,44,45,46,47,48,49
M1 ag,-3,-6,-12,-6,-2,-2,-5
CHRM4 agonist,14,1,1,21,0,6,0
M1 PAM,7,1,3,-14,-8,3,0
CHO-K1 Ca antag,-16,-6,-5,-2,-5,-8,-12
M1 antag,-13,2,3,18,9,-8,5
M4 antag,-23,4,0,4,5,-2,16
CHO-K1 Ca ag,4.2,-0.1,0.0,5.2,0.0,5.7,0.2
CHO parental Ca,-22,-3,-8,-3,.,-15,-29
OXTR potentiator,-12,-16,-5,-15,.,-8,-1
